# Assay outcomes deposited in PubChem by University of Kansas High Throughput Screening Laboratory.
# Pf apPOL block = Pf-apPOL inhibitors, biochemical, fluorescence; 210,000 compounds, 0.25% hits; Recombinant Pf-apPOL, molecular beacon fluorescence, 1.5 h; Plasmodium falciparum apicoplast DNA polymerase (apPOL); inhibition, % at 10 µM; AID 1794808, 2022
# mHTT CaM bind = mutant huntingtin-calmodulin interaction inhibitors – biochemical, AlphaScreen, primary screen; P42858; AlphaScreen His-mHTT/GST-CaM binding, luminescence; inhibition, % at 15 µM; 190,000 compounds, 3.6% hits; AID 1671202, 2021;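 also: 0% = both proteins with DMSO and 100% = one protein alone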
# Target sequence (P42858 whole entry, looked up, stated change not applied): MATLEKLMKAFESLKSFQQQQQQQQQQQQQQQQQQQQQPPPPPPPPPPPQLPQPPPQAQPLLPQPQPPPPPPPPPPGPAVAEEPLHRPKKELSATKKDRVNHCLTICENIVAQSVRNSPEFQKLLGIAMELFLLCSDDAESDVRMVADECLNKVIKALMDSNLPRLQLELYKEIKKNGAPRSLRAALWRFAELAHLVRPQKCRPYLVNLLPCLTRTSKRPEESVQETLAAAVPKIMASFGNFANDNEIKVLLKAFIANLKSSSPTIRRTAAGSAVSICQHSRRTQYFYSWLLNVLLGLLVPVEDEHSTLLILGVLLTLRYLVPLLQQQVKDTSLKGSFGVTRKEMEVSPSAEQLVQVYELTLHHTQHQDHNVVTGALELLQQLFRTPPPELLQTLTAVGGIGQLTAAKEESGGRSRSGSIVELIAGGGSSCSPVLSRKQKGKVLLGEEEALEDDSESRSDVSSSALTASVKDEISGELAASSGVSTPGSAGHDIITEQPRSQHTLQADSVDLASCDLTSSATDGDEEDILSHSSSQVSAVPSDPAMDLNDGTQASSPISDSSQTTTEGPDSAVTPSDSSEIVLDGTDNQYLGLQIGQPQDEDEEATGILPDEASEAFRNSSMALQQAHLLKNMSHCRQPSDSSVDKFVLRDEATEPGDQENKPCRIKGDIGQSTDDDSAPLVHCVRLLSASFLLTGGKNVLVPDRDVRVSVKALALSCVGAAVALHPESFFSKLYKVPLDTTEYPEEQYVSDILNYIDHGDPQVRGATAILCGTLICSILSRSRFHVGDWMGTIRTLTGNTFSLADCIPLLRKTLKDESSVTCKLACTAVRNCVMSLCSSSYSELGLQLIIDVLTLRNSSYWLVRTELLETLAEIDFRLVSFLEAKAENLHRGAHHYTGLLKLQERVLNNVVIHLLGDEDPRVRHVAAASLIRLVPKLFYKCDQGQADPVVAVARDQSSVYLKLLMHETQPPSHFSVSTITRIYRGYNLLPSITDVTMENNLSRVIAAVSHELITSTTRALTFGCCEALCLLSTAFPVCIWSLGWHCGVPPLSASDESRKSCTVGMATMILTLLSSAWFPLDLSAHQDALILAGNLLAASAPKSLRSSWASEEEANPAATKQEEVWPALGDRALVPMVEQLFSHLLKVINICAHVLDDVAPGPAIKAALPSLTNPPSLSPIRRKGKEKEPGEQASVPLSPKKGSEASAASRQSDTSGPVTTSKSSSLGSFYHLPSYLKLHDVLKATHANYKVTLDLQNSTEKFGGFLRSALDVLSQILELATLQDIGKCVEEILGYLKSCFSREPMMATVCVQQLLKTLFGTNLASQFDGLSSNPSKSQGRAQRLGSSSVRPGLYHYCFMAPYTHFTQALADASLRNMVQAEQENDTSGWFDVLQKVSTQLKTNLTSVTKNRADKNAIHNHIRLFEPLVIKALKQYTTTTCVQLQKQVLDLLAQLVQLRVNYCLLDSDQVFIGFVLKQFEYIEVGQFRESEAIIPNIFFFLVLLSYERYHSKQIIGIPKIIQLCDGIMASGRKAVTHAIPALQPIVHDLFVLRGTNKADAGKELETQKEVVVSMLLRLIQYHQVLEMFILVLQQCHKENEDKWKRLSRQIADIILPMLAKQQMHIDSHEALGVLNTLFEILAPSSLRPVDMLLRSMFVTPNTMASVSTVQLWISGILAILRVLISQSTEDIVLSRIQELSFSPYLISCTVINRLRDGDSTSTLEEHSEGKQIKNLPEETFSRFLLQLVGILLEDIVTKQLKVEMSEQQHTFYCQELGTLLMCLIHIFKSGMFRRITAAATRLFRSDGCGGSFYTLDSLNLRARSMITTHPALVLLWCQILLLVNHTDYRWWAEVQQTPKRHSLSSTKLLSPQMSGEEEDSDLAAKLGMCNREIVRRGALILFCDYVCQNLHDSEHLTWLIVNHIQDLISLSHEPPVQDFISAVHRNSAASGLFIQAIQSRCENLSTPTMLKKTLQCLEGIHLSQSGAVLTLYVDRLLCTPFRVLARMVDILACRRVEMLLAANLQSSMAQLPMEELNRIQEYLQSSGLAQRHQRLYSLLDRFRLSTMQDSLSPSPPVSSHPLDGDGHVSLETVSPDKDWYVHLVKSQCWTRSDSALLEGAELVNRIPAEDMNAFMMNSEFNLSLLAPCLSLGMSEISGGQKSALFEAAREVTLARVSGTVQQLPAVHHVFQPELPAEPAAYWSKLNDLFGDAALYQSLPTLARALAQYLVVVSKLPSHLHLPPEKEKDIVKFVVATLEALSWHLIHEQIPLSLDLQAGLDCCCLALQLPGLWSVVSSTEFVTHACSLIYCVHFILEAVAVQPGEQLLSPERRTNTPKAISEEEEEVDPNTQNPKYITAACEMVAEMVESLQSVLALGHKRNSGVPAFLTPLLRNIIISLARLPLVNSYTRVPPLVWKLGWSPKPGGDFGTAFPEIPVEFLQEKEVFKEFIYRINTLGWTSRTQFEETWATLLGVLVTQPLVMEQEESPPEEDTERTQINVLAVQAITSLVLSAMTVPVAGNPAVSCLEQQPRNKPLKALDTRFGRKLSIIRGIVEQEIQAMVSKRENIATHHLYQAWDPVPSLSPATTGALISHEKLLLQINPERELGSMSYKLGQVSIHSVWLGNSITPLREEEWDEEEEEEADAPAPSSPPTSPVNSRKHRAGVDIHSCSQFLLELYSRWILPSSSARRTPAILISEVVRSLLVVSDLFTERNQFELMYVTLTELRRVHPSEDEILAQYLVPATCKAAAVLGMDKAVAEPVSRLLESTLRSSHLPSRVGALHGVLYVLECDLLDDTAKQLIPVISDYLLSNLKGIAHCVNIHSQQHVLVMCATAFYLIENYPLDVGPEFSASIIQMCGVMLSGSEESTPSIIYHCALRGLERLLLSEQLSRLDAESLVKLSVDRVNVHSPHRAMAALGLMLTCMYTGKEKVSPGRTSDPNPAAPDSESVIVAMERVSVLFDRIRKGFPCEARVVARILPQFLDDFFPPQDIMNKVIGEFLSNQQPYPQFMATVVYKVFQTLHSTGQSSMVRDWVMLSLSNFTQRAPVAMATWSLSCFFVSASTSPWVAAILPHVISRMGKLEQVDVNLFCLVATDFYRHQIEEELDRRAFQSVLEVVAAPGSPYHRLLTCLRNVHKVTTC
# The depositor's hits bear a star; nt = not tested or not shown; & = joins results of further samples. Rule as the data show it: active = inhibition above about 50%; inactive = the rest.
entry	molecule	Pf apPOL block	mHTT CaM bind
1	COc1ccc(Oc2c(C)oc3c(CN4CCN(CCO)CC4)c(O)ccc3c2=O)cc1	-3	1
2	CC1CCN(CCNC(=O)c2cc3cn(C(C)C)cc3s2)CC1	1	21
3	COc1ccc(C(=O)Nc2ccc(S(=O)(=O)Nc3cc(OC)nc(OC)n3)cc2)cc1	2	23
4	O=C(CN1C(=O)c2ccccc2S1(=O)=O)NC(Nc1ccccc1)C(Cl)(Cl)Cl (centres undefined)	-6	10
5	NC1=NC(=O)CC(C(=O)Nc2cccc(C(F)(F)F)c2)S1 (centres undefined)	4	-5
6	O=C1OC(c2ccc(Cl)c(Cl)c2)=N/C1=C\c1ccccc1	2	5
7	Cc1[nH]nc2c1C(c1ccc(OCCc3ccccc3)cc1)CC(=O)N2 (centres undefined)	0	13
8	CCSC1=C(C#N)C(c2ccc(C)s2)CC(=O)N1 (centres undefined)	0	-2
9	COc1ccccc1N/C(C)=C/C(=O)c1ccccc1	-4	22
10	O=C(c1cccnc1)N1CCCC(Nc2ncnc3c2CCC3)C1 (centres undefined)	-1	-6
11	COc1ccc(/C=c2\sc3nc(-c4ccccc4C)nn3c2=O)cc1	-1	7
12	O=C(CSc1nc2ccccc2nc1SCC(=O)N1CCOCC1)N1CCOCC1	3	4
13	O=C(NC1CC1)c1cccc(OCC2CCCN(C(=O)Cc3cccc(F)c3)C2)c1 (centres undefined)	1	7
14	COc1ccc(NC(=O)CN(c2ccccc2F)S(=O)(=O)c2ccc(C)cc2)c(OC)c1	-19	3
15	CCOC(=O)c1nnn(Cc2ccccc2)c1N	-4	nt
16	Cc1cc(Br)c2[nH]c(=O)cc(C(=O)O)c2c1	10	11
17	COCCn1c(C2CCN(C(=O)Nc3cccc(SC)c3)C2)nc2cccnc21 (centres undefined)	-7	6
18	CCOc1ccccc1/C=C1/N=C(c2ccccc2OC)OC1=O	0	2
19	COc1ccc(-c2cn3c(n2)N(C(=O)Cn2ccnc2)CCC3)cc1	0	21
20	O=[N+]([O-])c1ccc(NN=C2CCCCCC2c2ccccc2)c([N+](=O)[O-])c1 (centres undefined)	-3	nt
21	CN1CCN(C(=O)CN2C(=O)/C(=C/c3ccc(C(F)(F)F)cc3)Sc3ccccc32)CC1	2	51*
22	COc1cc(Br)c(CNc2ccc(F)c(Cl)c2)cc1OC	0	24
23	CCOC(=O)c1cccc(NC(=O)N2CCOc3ccc(C)cc32)c1	-5	-1
24	COc1ccc(-n2ncc3c2CC(c2cc(OC)c(OC)c(OC)c2)CC3=O)cc1 (centres undefined)	-1	23
25	Cc1noc(C)c1C(=O)N1CCSCC1	-10	nt
26	CN(Cc1cnn(C)c1)C(=O)c1cc(-c2ccccc2)nc2ccc(Br)cc12	-5	25
27	Oc1c(Cl)cc(Cl)cc1C=Nc1ccccc1-c1nc2ccccc2[nH]1	4	nt
28	CC(=O)NCCc1csc(C2CCN(C(=O)c3ccc(F)c(Cl)c3)CC2)n1	1	40
29	COc1ccc(OC)c(C2C(C(=O)Nc3cc(C)ccn3)=C(C)NC3=C2C(=O)CC(C)(C)C3)c1 (centres undefined)	4	17
30	Oc1ccc(-c2nc(-c3ccc(Br)cc3)no2)cc1	-5	-12
31	CCc1onc(C)c1C1CCCN1C(=O)c1ccc(C)cc1 (centres undefined)	4	-4
32	O=C(c1ccncc1)N1CCNCC1	-1	0
33	CSCc1noc(Cn2ccc3ccn(C)c3c2=O)n1	-2	-4
34	O=S(=O)(c1ccc(F)c(F)c1)N1CCc2nc(-c3ccc(F)cc3)ncc2C1	0	-6
35	Cc1cc(COC(=O)Cn2cnc3c2c(=O)n(C)c(=O)n3C)no1	1	-1
36	O=C(O)C#Cc1ccc([N+](=O)[O-])cc1	-12	-4
37	Cc1ccc(-c2nc3s/c(=C\c4cccs4)c(=O)n3n2)cc1	3	-2
38	Cc1nc(-c2ccc(C(=O)Nc3cccc(F)c3)cc2)cs1	-7	2
39	Cc1ccc2[nH]c(C(=O)NC3CCN(C)CC3)cc2c1	0	4
40	c1ccc2c(c1)OCC(CNCc1ccc3c(c1)OCO3)O2 (centres undefined)	-4	-5
41	O=C(NCc1ccccn1)C1CCN(C(=O)c2ccc(Cl)cc2)CC1	-61	9
42	Cc1cccc(C)c1OCC(O)CN1CCN(c2ccccc2)CC1 (centres undefined)	4	30
43	Cc1[nH]nc2oc(=O)c(Cc3c(F)cccc3Cl)c(C)c12	1	nt
44	CCCN(CCC)S(=O)(=O)c1ccc(F)c(C(=O)Nc2ccccc2OCC)c1	41	-5
45	O=C(NCCOCc1ccccc1Cl)c1cncc(Br)c1	-2	-8
46	CC1=C(C(=O)Nc2ccccc2)C(c2sccc2C)n2nc(-c3ccccc3)nc2N1 (centres undefined)	-6	46
47	O=C(CNCCN1CCOCC1)Nc1sc2c(c1C(=O)Nc1ccccc1)CCC2	-1	89*
48	CSc1nnc(-c2cccs2)o1	-2&3	nt
49	COc1ccc(Oc2ccc([N+](=O)[O-])cc2C(=O)ON=C(N)c2ccc(C(F)(F)F)cc2)cc1	0	nt
50	COc1ccc(C2=N/C(=C\c3ccc([N+](=O)[O-])cc3)C(=O)O2)cc1OC	4	-2

# An excerpt of these results, in transposed form:
41	O=C(NCc1ccccn1)C1CCN(C(=O)c2ccc(Cl)cc2)CC1
42	Cc1cccc(C)c1OCC(O)CN1CCN(c2ccccc2)CC1 (centres undefined)
43	Cc1[nH]nc2oc(=O)c(Cc3c(F)cccc3Cl)c(C)c12
44	CCCN(CCC)S(=O)(=O)c1ccc(F)c(C(=O)Nc2ccccc2OCC)c1
45	O=C(NCCOCc1ccccc1Cl)c1cncc(Br)c1
screen / no. | 41 | 42 | 43 | 44 | 45
Pf apPOL block | -61 | 4 | 1 | 41 | -2
mHTT CaM bind | 9 | 30 | nt | -5 | -8

# (more compounds)
entry	molecule	Pf apPOL block	mHTT CaM bind
51	COc1ccccc1C1(C(=O)O)CCOCC1	-3	-5
52	CC(C)n1cc(-c2nc(-c3ccc(Cl)cc3)cs2)c(=O)n(Cc2ccccc2)c1=O	-1	nt
53	CC1CCCCC1NC(=O)c1ccc2c(c1)N(Cc1ccc(F)cc1)C(=O)CS2 (centres undefined)	-5	-7
54	OCCSc1ccc(Cl)cn1	-8	nt
55	COCCCNC(=O)CC1CCN(C(=O)c2ccccc2Cl)CC1	-4	-10
56	O=C(Nc1c2c(nn1-c1ccc([N+](=O)[O-])cc1)CSC2)c1cccc(F)c1	-7	9
57	CN1CCN(C(=O)c2cccc(-c3nc(-c4ccccc4)no3)c2)CC1	-3	-3
58	CCOc1ccc2nc(C)cc(Nc3cc(Cl)ccc3OC)c2c1	-4	27
59	CCN(CC)c1ncc2c(n1)CCC(C(=O)Nc1ccc(OC)c(F)c1)C2 (centres undefined)	-4	5
60	CSc1nnc2c(n1)OC(c1cc3c(cc1Cl)OCO3)Nc1ccccc1-2 (centres undefined)	-2&-1	-1&3
61	O=C(NCc1ccccc1Cl)C1CCN(c2cnn(Cc3ccccc3)c(=O)c2)CC1	-6	3
62	Cc1ccccc1-n1nc2c(c1NC(=O)C(C)(C)C)CS(=O)C2 (centres undefined)	-2	-3
63	CC(=O)c1cc(F)c(N2CCN(C(=O)c3ccc(F)cc3)CC2)cc1C	-2	4
64	Nc1nc(NCC2CCCO2)nc(Nc2cccc(F)c2)c1[N+](=O)[O-] (centres undefined)	-7	-12
65	COc1ccc(CNc2ccc(-c3nc(-c4cccc(C)c4)no3)cn2)cc1	-3	-5
66	CC1(C)CC(=O)C(Sc2ccc([N+](=O)[O-])cc2)=C(O)C1	-9	3
67	Cc1sc(-c2c(C#N)c(N)nc3c2CCCCC3)cc1[N+](=O)[O-]	2&2	17&18
68	NC(CC(=O)c1ccc(Cl)cc1Cl)C(Cl)(Cl)Cl (centres undefined)	-4	-11
69	COc1ccc(OC2OC(COC(C)=O)C(OC(C)=O)C(OC(C)=O)C2NC(C)=O)cc1 (centres undefined)	-7	-4
70	O=c1ccc(S(=O)(=O)N2CCOCC2)cn1Cc1cc(F)cc(F)c1	-2	-11
71	COc1ccc(C2CC(=O)C3=C(C2)Nc2ccccc2NC3c2cccc(OC)c2OC)cc1 (centres undefined)	-6	20
72	O=C(OCc1cn([C@@H]2CN(C(=O)C3CCCCC3)[C@@H](c3ccccc3)C[C@H]2O)nn1)c1ccccc1	-2	1
73	O=C(Nc1cc(F)c2[nH]c(=O)ccc2c1)c1ccc(F)cc1	-3	0
74	COc1ccc(Cl)cc1NC(=O)C1Cc2ccccc2CN1S(C)(=O)=O (centres undefined)	-7	1
75	COC(=O)c1ccc(OCC(F)(F)F)nc1	-4	nt
76	C/C(Nc1ccccc1)=C(/C#N)C(N)=O	-4	-4
77	Cc1ccc(CN2CCN(c3ccccn3)CC2)cc1	3	2
78	COc1ccc(-c2cc3ccc(OS(C)(=O)=O)cc3oc2=O)c(OC)c1	-10	-12
79	O=C1CC(N2CCN(Cc3ccccc3)CC2)C(=O)N1Cc1ccc2c(c1)OCO2 (centres undefined)	3	0
80	Cc1[nH]c2ccccc2c1S(=O)(=O)CCNC(=O)Nc1ccc(C(F)(F)F)cc1	-11	-4
81	CCc1ccc(NC(=O)c2noc3c2CC(C)CC3)cc1 (centres undefined)	4	-3
82	COc1cccc(C2CN(C(=O)c3ccccc3)CC2C(=O)NC(C)C)c1 (centres undefined)	8	-5
83	COc1ccc(OC)c(NC(=O)N2CCC3(CC2)Nc2ccccc2-n2cccc23)c1	9	54*
84	CC(=O)Nc1cccc(Oc2ncnc3scc(-c4ccccc4)c23)c1	-1	33
85	CC(=O)Nc1ccc(NC(=O)Nc2cccc(Cl)c2)cc1	-5	-1
86	CCN1CCN(C(=O)C2CCN(c3nc4ccc(-c5ccsc5)nc4s3)CC2)CC1	0	67*
87	O=C(/C=C/c1ccccc1Cl)NCCc1nc2ccccc2[nH]1	-4	2
88	Cc1c(Cl)c([N+](=O)[O-])nn1CCCC(=O)Nc1cc(Br)ccc1O	1	12
89	Fc1ccc(NC(=S)C23CC4CC(CC(C4)C2)C3)cc1	nt	-10
90	COc1ccc(-c2noc(C3CCCN3C(=O)c3ccc(C)cc3)n2)cc1 (centres undefined)	-2	-1
91	Cc1sc(-c2nc3ccccc3n2C)cc1S(=O)(=O)O	-6	1
92	COc1ccc(-c2c(C)oc3cc(OC(=O)c4cc(OC)c(OC)c(OC)c4)ccc3c2=O)cc1	-4	2
93	COc1ccc(Nc2ncnc3c2cnn3-c2ccc(Cl)cc2)cc1Cl	4	16
94	Cc1nccn1CCNC(=O)CN1CCN(c2ccccc2)C1=O	-10	-14
95	Cc1cccc(NC(=O)N2CCC(n3cnc4cc(F)ccc4c3=O)CC2)c1	-1	-6
96	COc1ccc(CC(=O)c2ccc(O)c(CN3CCC(C)CC3)c2O)cc1	-53	10
97	CCCCN(CC)C(=O)CNC(=O)c1nn(-c2ccc(OC)cc2OC)c(=O)c2ccccc12	1	18
98	O=C(CCc1nnc(-c2cccc(F)c2)[nH]c1=O)N1CCc2ccccc2C1	-1	14
99	CCc1c(C2CCN(C(=O)c3ccnn3CC)CC2)noc1N	2	5
100	Clc1ccc(-c2ncc3ccccn23)c(Cl)c1	-2	15

# Next section.
entry	molecule	Pf apPOL block	mHTT CaM bind
101	Cc1ccc(NC(=O)Nc2ccc(Cl)cc2)nc1	4	21
102	Cc1cccc(Nc2ccc(NCCNC(=O)c3ccccc3C(F)(F)F)nn2)n1	-8	1
103	CCCCCCC#Cc1cncc(-c2nnc(SCc3ccccc3)n2C)c1	-18	nt
104	Cn1ncc(N2CCCC(C(=O)NCCN3CCCCCC3)C2)cc1=O (centres undefined)	-23	24
105	CC(C)CN(CC(C)C)S(=O)(=O)N1CCC(C(=O)NCc2ccco2)CC1	-7	1
106	CC(=O)c1csc(CS(=O)(=O)c2ccc(Cl)cc2)n1	1	nt
107	Cc1cc2nc(Cc3cccc(F)c3)c(=O)n(C)c2cc1C	1	-2
108	Cc1c(N=Cc2cccc([N+](=O)[O-])c2)c(=O)n(-c2ccccc2)n1C	-2	21
109	COc1cccc(/C=c2\sc3nc(-c4cccs4)nn3c2=O)c1OC	-2	1
110	CC1=C(C(=O)Nc2nc3ccccc3s2)C(c2ccccc2)C2=C(CCCC2=O)N1 (centres undefined)	10	-15
111	COc1ccc(C2CCCN2C(=O)Nc2ccc(C)c(C)c2)cc1OC (centres undefined)	-1	1
112	Cc1cc(C)c(S(=O)(=O)N2CCCC2c2nc(-c3cccc(F)c3)no2)cc1C (centres undefined)	-1	-43
113	COc1ccc([N+](=O)[O-])cc1NC(=O)c1ccco1	2	7
114	COc1ccc(CNC(=O)C2CCN(Cc3cn(C)c4ccc(OC)cc34)CC2)cc1	-5	3
115	O=C1CSC(c2cc3c(cc2Br)OCO3)N1C1CCCCC1 (centres undefined)	-1	0
116	O=S(=O)(Nc1cccc2cccnc12)c1cc(Cl)c(Cl)cc1Cl	-75	nt
117	Cc1nnc2n1CCN(C(=O)c1nn(C)c3ccccc13)C2	-4	-2
118	COc1cc(C=O)ccc1OCc1ccc(F)cc1	-2	-13
119	CS(=O)(=O)N1CCC[C@]2(CC[C@@H](CCC#N)O2)C1	-7	1
120	COc1ccccc1OCCNC(=O)c1ccc(OC)c([N+](=O)[O-])c1	2	1
121	CCn1c(=O)c([N+](=O)[O-])c(NCCCN(C)C)c2ccccc21	-4	1
122	Cc1ccc(C2=NN(S(C)(=O)=O)C(c3cc4ccc(C)cc4nc3Cl)C2)cc1 (centres undefined)	-6	24
123	CCCC(=O)N1CCCC1c1nc2cc(-c3ccc(N(C)C)cc3)ccc2o1 (centres undefined)	-8	86*
124	Oc1ccc(Br)cc1C(=S)N1CCNCC1	2	8

# Compound profiles, as listed above. Order of values: Pf apPOL block, mHTT CaM bind
# CC(C)n1cc(-c2nc(-c3ccc(Cl)cc3)cs2)c(=O)n(Cc2ccccc2)c1=O as listed: -1, nt
# O=[N+]([O-])c1ccc(NN=C2CCCCCC2c2ccccc2)c([N+](=O)[O-])c1 (centres undefined) as listed: -3, nt
# Cc1ccc(CN2CCN(c3ccccn3)CC2)cc1 as listed: 3, 2
